JMJD2A Tudor inh: qHTS Assay for Inhibitors of JMJD2A-Tudor Domain; Lysine-specific demethylase 4A (Homo sapiens), O75164; AlphaScreen JMJD2A-Tudor / H3K4me3 peptide binding; Potency, µM (doses to about 114 µM), without a hit: at the highest dose activity change, negative = inhibition, actives largely listed as inhibitors; 4.4% of 390,000 active; also: % is scaled to controls: 0 for no effect and ±100 for the full control effect; nearly all actives have a fitted effect of over 50% in size
BLM helicase inh: qHTS Assay for Inhibitors of Bloom's syndrome helicase (BLM); recombinant BLM DNA unwinding, fluorescence dequenching; Potency, µM (highest dose often 56.1 µM), for the others: at the highest dose activity change, negative = inhibition, most hits filed as inhibitors; 0.2% of 350,000 active; AID 2528, 2010;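 also: plate controls were vehicle for no effect and no enzyme for full effect; nearly all actives have a fitted effect of over 35% in size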
POLH inh: qHTS for Inhibitors of Polymerase Eta. recombinant Pol eta, fluorescent DNA replication assay. Potency, µM (titrated, usually from 114 µM), inactives show at the top dose activity change, negative = inhibition, actives largely listed as inhibitors. 1.2% of 390,000 active. AID 588591, 2011; also: % is scaled to controls: 0 for no effect and ±100 for the full control effect
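Fluorescent replication assay: 50 nM final substrate added after a 15 min room-temperature compound preincubation with 10 nM enzyme. Signal taken at 0 min and again at 10 min.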
POLI inh: qHTS for Inhibitors of Polymerase Iota. DNA polymerase iota (Homo sapiens), Q9UNA4. Pol iota fluorescent replication assay, 10 min. Potency, µM (series often up to 115 µM), for the others: top-dose activity, negative = inhibition, actives largely listed as inhibitors. 1% of 390,000 active
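Fluorescent replication assay read twice, at 0 min and 10 min after adding 50 nM (final) substrate. Enzyme (10 nM) and compounds were first incubated 15 min at room temperature; enzyme-free buffer wells were negative controls.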
POLK inh: qHTS for Inhibitors of Polymerase Kappa. DNA polymerase kappa (Homo sapiens), Q9UBT6. purified Pol kappa, fluorescent DNA synthesis assay, 10 min. Potency, µM (series often up to 107 µM), without a hit: at the top dose activity, negative = inhibition, hits mostly inhibitors. 0.53% of 400,000 active; also: % is scaled to controls: 0 for no effect and ±100 for the full control effect
Target sequence (Q9UBT6 whole entry, looked up): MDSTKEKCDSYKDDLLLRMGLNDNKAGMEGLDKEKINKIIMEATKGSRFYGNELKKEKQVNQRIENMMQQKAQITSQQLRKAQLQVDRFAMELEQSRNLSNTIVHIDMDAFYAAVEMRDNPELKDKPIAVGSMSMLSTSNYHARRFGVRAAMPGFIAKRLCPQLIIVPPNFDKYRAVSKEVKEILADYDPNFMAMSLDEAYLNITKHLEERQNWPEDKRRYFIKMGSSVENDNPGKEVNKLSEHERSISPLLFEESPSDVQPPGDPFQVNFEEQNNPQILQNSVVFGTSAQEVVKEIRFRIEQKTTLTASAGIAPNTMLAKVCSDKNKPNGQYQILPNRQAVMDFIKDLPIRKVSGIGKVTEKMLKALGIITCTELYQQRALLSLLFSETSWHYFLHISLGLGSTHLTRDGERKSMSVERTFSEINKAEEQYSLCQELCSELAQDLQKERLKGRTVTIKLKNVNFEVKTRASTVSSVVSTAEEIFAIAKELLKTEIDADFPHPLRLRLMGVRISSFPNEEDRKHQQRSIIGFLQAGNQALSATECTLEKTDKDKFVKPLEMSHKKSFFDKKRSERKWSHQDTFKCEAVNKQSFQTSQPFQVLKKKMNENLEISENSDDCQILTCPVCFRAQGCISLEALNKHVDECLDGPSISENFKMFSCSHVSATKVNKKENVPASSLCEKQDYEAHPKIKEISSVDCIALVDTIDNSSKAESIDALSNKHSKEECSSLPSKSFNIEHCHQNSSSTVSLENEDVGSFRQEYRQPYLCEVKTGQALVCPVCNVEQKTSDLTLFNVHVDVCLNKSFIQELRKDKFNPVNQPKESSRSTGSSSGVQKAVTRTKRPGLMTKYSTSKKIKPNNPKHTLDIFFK
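Activity was followed as the change in fluorescence between reads at 0 and 10 min after starting the reaction with 50 nM substrate. Beforehand, 10 nM polymerase had been preincubated with compound for 15 min at room temperature.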
APE1 inh: qHTS Assay for Inhibitors of the Human Apurinic/apyrimidinic Endonuclease 1 (APE1); DNA repair nuclease/redox regulator APEX1 (Homo sapiens), P27695; recombinant APE1, TAMRA/BHQ-2 abasic DNA cleavage fluorescence; Potency, µM (series often up to 65.8 µM), inactives show at the highest dose activity change, negative = inhibition, hits mostly inhibitors; 0.35% of 350,000 active;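 also: plate controls were vehicle for no effect and reference inhibitor for full effect; nearly all actives have a fitted effect of over 55% in size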
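Quantitative HTS: incision of a TAMRA/BHQ-2 double-stranded substrate bearing a tetrahydrofuran abasic site by 0.75 nM APE1 raises fluorescence. Substrate 50 nM final, added after 15 min compound preincubation at room temperature; progress as third-minus-first kinetic read difference.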
POLB inh: qHTS Assay for Inhibitors of DNA Polymerase Beta | Potency, µM (top dose mostly 114 µM), without a hit: at the highest dose activity change, negative = inhibition, hits mostly inhibitors | Pol beta primer extension/strand displacement, fluorescence kinetic | 1.3% of 340,000 active | AID 485314, 2010; also: % is scaled to controls: 0 for no effect and ±100 for the full control effect
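Values derive from four-parameter Hill fits of normalized kinetic data: reads at 0 and 10 min following addition of 50 nM substrate to 10 nM Pol beta preincubated 15 min with compound.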
G9a block: qHTS Assay for Inhibitors of Histone Lysine Methyltransferase G9a; Histone-lysine N-methyltransferase EHMT2 (Homo sapiens), Q96KQ7; G9a H3K9 monomethylation, AlphaScreen, 2 h; Potency, µM (top dose mostly 102 µM), for the others: top-dose activity, negative = inhibition, hits mostly inhibitors; 8.8% of 350,000 active; also: % is scaled to controls: 0 for no effect and ±100 for the full control effect; nearly all actives have a fitted effect of over 75% in size
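AlphaScreen detection with an anti-monomethyl H3K9 antibody quantified product after a 2 h room-temperature reaction containing 500 nM biotinylated H3K9 peptide, 20 µM SAM and 20 nM enzyme, which had been preincubated 15 min with compound.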
BAZ2B block: qHTS Assay for Inhibitors of BAZ2B. Potency, µM (highest dose often 114 µM), inactives show at the top dose activity change, negative = inhibition, actives largely listed as inhibitors. AlphaScreen BAZ2B-H3K14Ac peptide displacement. 4.4% of 360,000 active. Bromodomain adjacent to zinc finger domain protein 2B (Homo sapiens), Q9UIF8; also: % is scaled to controls: 0 for no effect and ±100 for the full control effect; nearly all actives have a fitted effect of over 60% in size
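Inhibition is scored as reduced AlphaScreen emission. The BAZ2B/b-H3(5-23)K14Ac complex (50 nM each) in PBS pH 7.4, 0.01% Tween-20 meets compound (up to 110 uM) for 30 min at RT before bead addition.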
Active calls of the source: *; ? = inconclusive; / = not tested or not shown; & = joins results of further samples; [ ] = dose if it differs, or a comment. Calls follow the shape of the dose curve; as a rule, active = well fitted curve in the direction sought with a large enough effect; inconclusive = small, poorly fitted or top-dose-only effect, or another doubt; inactive = no such curve, though single readings can be large; an effect the other way counts as inactive or inconclusive. Potency is read from the fitted curve at half-maximal effect. The list is partial; the hit share may differ from the screen's.

compound,JMJD2A Tudor inh,BLM helicase inh,POLH inh,POLI inh,POLK inh,APE1 inh,POLB inh,G9a block,BAZ2B block
c1csc(-c2nnc(COc3ccc4c(c3)OCO4)o2)c1,-28.6%,-2.7%,-6.6%,107.9%[activator],-11.3%,5.4%,0.8%,-29.4%,?
COc1ccccc1OCCCn1cc(C=O)c2ccccc21,-1.0%,0.9%,1.6%,46.8%[activator],-11.6%,5.0%,9.3%,27.0%,-17.1%
COc1ccccc1N1CCN(Cc2ccc(Cl)cc2Cl)CC1,22.4µM*,-1.8%,-4.0%,10.5%,-11.3%[60.1 µM],3.9%,-2.4%,22.4µM*,?
CN1CCN(C(=O)COc2ccc(Oc3ccccc3)cc2)CC1,-9.7%,-9.4%,-2.3%,40.9%[activator],-6.5%,-7.0%,?,?,-7.4%
O=C1C2CCN(CC2)C1Cc1ccc(OCc2ccccc2)cc1 (stereo unspecified),-9.3%,-10.2%,-16.5%,47.5%[activator],4.4%,-0.2%,6.3%,12.4%[12.7 µM],-18.9%
Cc1ccc(OCC(=O)NCCN2CCN(C(=O)COc3ccc(C)cc3)CC2)cc1,-10.5%,-1.5%,-9.3%,?,7.7%,-9.8%,?,-5.5%[59 µM],-15.5%
CCCCn1c(O)c(/C=C/C=Nc2ccccc2)c(=O)[nH]c1=O,-14.1%,-1.0%,-15.0%,6.7%,-12.5%,17.2%,-20.9%,?,7.3%
CC(=O)Nc1ccccc1C(=O)OCC(=O)Nc1ncccn1,-1.4%,-0.2%,-10.6%,44.8%[activator],4.4%,-2.3%,11.9%,-28.0%,2.9%
Fc1ccc(CNCCc2ccccc2)cc1,22.4µM*,3.0%,2.4%,30.7%[activator],-15.5%,-3.7%,5.1%,?,/
COc1ccc(S(=O)(=O)Nc2ccccc2OC)cc1N=Nc1c(O)[nH]c(=S)[nH]c1=O,?,/,22.4µM*,?,?,-8.7%,/,/,/
COC(=O)C1=C(c2cccc(OCc3ccccc3)c2)C[C@@H]2CC[C@H]1N2C(=O)NCc1ccc(OC)cc1,-34.5%,/,-8.1%,-17.5%,-16.1%,-3.1%,/,11.5%[0.501 µM],-2.6%
CC1(C(=O)O)CC12c1ccccc1-c1ccccc12 (stereo unspecified),-0.7%,/,-14.1%,17.0%,-2.2%,/,/,/,/
c1ccc2c(c1)Sc1ccccc1N2CC1CN2CCC1CC2 (stereo unspecified),-28.8%,1.9%,-0.7%,30.3%[activator],-7.8%,12.7%,62.5%[activator],/,?
CCCCC/C=C\C/C=C\C/C=C\C/C=C\CCCC(=O)NCCO,/,?,/,/,?,1.2%&0.9%&-5.5%&-0.1%,/,33.5%&37.6%[59 µM],/
COC(=O)C1=C(c2ccccc2)C[C@@H]2CC[C@H]1N2C(=O)N1CCCCC1,-13.1%,/,-7.9%,34.8%,11.5%,/,/,/,/
COc1cc(OC)c(OC)cc1CNC(C)C(O)c1ccccc1 (stereo unspecified),-12.0%,-2.5%,3.1%,-9.4%,-14.0%,2.4%,-0.6%,?,2.9%
CCn1cc(C(=O)N[C@@H](C)C(=O)OC)c(=O)c2cc3c(cc21)OCO3,-1.7%,2.9%,-3.9%,13.2%,4.6%,-3.2%,32.3%,43.4%[activator],3.0%
CSc1nnc([C@@H](N)Cc2c[nH]c3ccccc23)o1,-2.9%,-0.5%,-6.2%,161.0%[activator],-17.2%,12.9%,14.4%,-28.5%,1.5%
CC(=O)Nc1c2sscc-2n(C)c1=O,/,0.2%,/,/,-8.3%[60.1 µM],16.9%,/,-21.4%[12.7 µM],/
CN1CCN(c2csc3ccc(F)cc3c2=O)CC1,-19.5%,-0.8%,-17.5%,?,-6.9%[60.1 µM],/,4.9%,-3.1%[59 µM],-22.6%
CC[n+]1c(/C=C/N(C)c2ccccc2)sc2ccc(Cl)cc21,-17.7%,7.1%,-7.5%,?,-11.1%,18.7%,50.1µM*,/,-30.6%
CNC(C)C#Cc1ccc2oc3cc(C)c(C)cc3c(=O)c2c1 (stereo unspecified),-23.9%,/,-16.5%,8.91µM*,19.1%,/,/,/,/
CCCC[C@@H](C)C[C@@H](C)C(=O)N(C)[C@@H](CC(C)C)C(=O)N[C@H](C(=O)N(C)[C@H](C(=O)N1C[C@@H](O)C[C@H]1C(=O)N1C(=O)C=C[C@@H]1C)C(C)C)C(C)OC(C)=O (stereo partly specified),-26.7%,/,-26.2%,-18.9%,-11.6%,-13.2%,/,/,/
CN1CCN(c2ccc(N)c(N3CCN(C)CC3)c2)CC1,-29.9%,-19.4%,?,57.5%,-14.3%,4.2%,12.3%,?,?
Cc1cc(OCC(=O)NC2CCS(=O)(=O)C2)c2c3c(c(=O)oc2c1)CCC3 (stereo unspecified),-11.8%,3.6%,-8.5%,1.7%,5.4%,3.7%,-15.6%,-1.4%[59 µM],/
COc1ccc(OCC(=O)N2CCN(C(C)C)CC2)cc1,1.41µM*,2.0%,1.1%,1.0%,-9.5%,-8.8%,12.8%,10µM*,56.2µM*
C/C=C1\C[N@@+]2(C)CC[C@@]34C(=C(C=O)[C@H]1C[C@H]32)Nc1ccccc14,/,1.5%[21.4 µM],/,/,-7.7%[12 µM],3.3%[21 µM],/,?,/
CCN1CCN(C(=O)COc2ccc(S(=O)(=O)N(C)Cc3ccccc3)cc2)CC1,-14.2%,-10.6%,-8.6%,13.4%,-14.8%,6.1%,43.5%,0.4%[59 µM],2.6%
CCOC(=O)N1CCCN(/[N+]([O-])=N/Oc2ccc([N+](=O)[O-])cc2[N+](=O)[O-])CC1,-26.9%,-6.0%,/,?,0.0%,2.0%,/,/,/
CC(C)CC(NC(=O)CCCNC(=O)CCC(=O)OC1O[C@H]2OC3(C)CC[C@H]4[C@H](C)CCC(C1C)C24OO3)C(=O)O (stereo partly specified),-6.2%,-3.4%,4.7%,25.5%,6.0%,32.5%,4.5%,2.7%,1.8%

Entries listed so far containing a Cl atom, in the order listed:
compound,JMJD2A Tudor inh,BLM helicase inh,POLH inh,POLI inh,POLK inh,APE1 inh,POLB inh,G9a block,BAZ2B block
COc1ccccc1N1CCN(Cc2ccc(Cl)cc2Cl)CC1,22.4µM*,-1.8%,-4.0%,10.5%,-11.3%[60.1 µM],3.9%,-2.4%,22.4µM*,?
CC[n+]1c(/C=C/N(C)c2ccccc2)sc2ccc(Cl)cc21,-17.7%,7.1%,-7.5%,?,-11.1%,18.7%,50.1µM*,/,-30.6%

The results go on.
compound,JMJD2A Tudor inh,BLM helicase inh,POLH inh,POLI inh,POLK inh,APE1 inh,POLB inh,G9a block,BAZ2B block
CCCCOC(=O)c1ccc(NC(=O)c2c(O)[nH]c(=O)[nH]c2=O)cc1,-17.9%,/,-15.4%,11.3%,0.2%,/,/,/,/
CC(=O)N1CCN(c2ccc([N+](=O)[O-])cc2C=C2C(=O)NC(=O)NC2=O)CC1,-0.4%,3.6%,-18.3%,-9.1%,-9.3%,-3.6%,-7.7%[57.1 µM],39.8µM*,12.7%
COc1ccccc1N1CCN(Cc2ccc(Br)s2)CC1,0.891µM*,-5.9%,-23.9%,?,-1.7%,3.9%,-0.1%,-2.4%[12.7 µM],50.1µM*
COC(=O)C1=Nc2ccccc2/C1=C\c1c(O)n(-c2cc(OC)ccc2OC)c(=O)[nH]c1=O,-14.9%[57.1 µM],-8.3%,?,-8.0%,-20.4%,?,-20.6%,?,79.4µM*
COc1cccc2c1O[C@H]1C(=O)CC[C@H]3CN(C)CCC231 (stereo partly specified),-0.7%,/,-11.2%,37.1%[activator],10.3%,/,/,/,/
Cc1ccc(NC(=S)NCCc2cnc[nH]2)cc1C,-13.3%,-3.6%,2.4%,25.5%,-16.7%,-1.2%,10.4%,-13.5%[59 µM],-15.7%
COP(=O)(OC)C(NC(C)=O)C(Cl)(Cl)Cl (stereo unspecified),-4.4%,-1.8%,10.9%,20.0%,-12.9%,6.0%,-1.5%,11.8%[59 µM],-11.2%
Cc1ccc2ccccc2c1NC(=O)CNC1CCCCC1,-11.5%,1.2%,-9.7%,3.6%,10.1%,13.5%,27.3%,-14.9%[12.7 µM],-2.6%[57.1 µM]
Cc1ccc(C(=O)Nc2nc3ccccc3n2CCN2CCCC2)cc1,?,-6.5%,-15.3%,19.0%,-12.7%,-1.2%,1.9%,-3.4%,12.6%
COc1cc2c(cc1/C=C/[N+](=O)[O-])OCO2,-22.8%,-10.3%,-9.3%,?,5.1%,-4.8%,-2.0%,?,-29.9%
Cc1cc(-c2ccc(C)c(S(=O)(=O)N3CCOc4ccc(Cl)cc43)c2)on1,-10.1%,-4.6%,-14.4%,4.1%,-1.5%,/,-18.0%,24.2%[59 µM],32.9%[activator]
Nc1ccc([N+](=O)[O-])cc1,-18.6%,/,-1.3%,7.2%,0.0%,-5.0%&1.1%,/,6.3%[0.501 µM],?
CC(N)C(=O)NC1C2C(=C(O)CC(O)C2O)C(=O)OC1(C)C(Cl)Cl (stereo unspecified),25.1µM*,/,-6.9%,7.6%,-6.9%,/,/,/,/
CCc1ccc(-n2c(O)c(/C=N/N3CCCCC3c3cccnc3)c(=O)[nH]c2=O)cc1 (stereo unspecified),-15.1%,3.3%,1.3%,17.6%,1.8%[60.1 µM],6.1%,-12.3%,6.3%[59 µM],-8.3%
